Source: PubChem
KDM5B inhibitor: blocks human KDM5B histone demethylase activity; Q9UGL1; KDM5B demethylase, FDH-coupled NADH fluorescence (FDH is formaldehyde dehydrogenase); Potency, µM (doses to about 57.7 µM), for the others: at the top dose activity change, negative = inhibition, actives largely listed as inhibitors; hit rate 2.6% among 220,000; AID 1347165; active = well fitted inhibition curve with a large enough effect; inconclusive = small, poorly fitted or top-dose-only effect; inactive = no such curve, though single readings can be large or run the other way; note: 0% is about no effect; nearly all actives have a fitted effect of over 70% in size
Target sequence (Q9UGL1 whole entry, looked up): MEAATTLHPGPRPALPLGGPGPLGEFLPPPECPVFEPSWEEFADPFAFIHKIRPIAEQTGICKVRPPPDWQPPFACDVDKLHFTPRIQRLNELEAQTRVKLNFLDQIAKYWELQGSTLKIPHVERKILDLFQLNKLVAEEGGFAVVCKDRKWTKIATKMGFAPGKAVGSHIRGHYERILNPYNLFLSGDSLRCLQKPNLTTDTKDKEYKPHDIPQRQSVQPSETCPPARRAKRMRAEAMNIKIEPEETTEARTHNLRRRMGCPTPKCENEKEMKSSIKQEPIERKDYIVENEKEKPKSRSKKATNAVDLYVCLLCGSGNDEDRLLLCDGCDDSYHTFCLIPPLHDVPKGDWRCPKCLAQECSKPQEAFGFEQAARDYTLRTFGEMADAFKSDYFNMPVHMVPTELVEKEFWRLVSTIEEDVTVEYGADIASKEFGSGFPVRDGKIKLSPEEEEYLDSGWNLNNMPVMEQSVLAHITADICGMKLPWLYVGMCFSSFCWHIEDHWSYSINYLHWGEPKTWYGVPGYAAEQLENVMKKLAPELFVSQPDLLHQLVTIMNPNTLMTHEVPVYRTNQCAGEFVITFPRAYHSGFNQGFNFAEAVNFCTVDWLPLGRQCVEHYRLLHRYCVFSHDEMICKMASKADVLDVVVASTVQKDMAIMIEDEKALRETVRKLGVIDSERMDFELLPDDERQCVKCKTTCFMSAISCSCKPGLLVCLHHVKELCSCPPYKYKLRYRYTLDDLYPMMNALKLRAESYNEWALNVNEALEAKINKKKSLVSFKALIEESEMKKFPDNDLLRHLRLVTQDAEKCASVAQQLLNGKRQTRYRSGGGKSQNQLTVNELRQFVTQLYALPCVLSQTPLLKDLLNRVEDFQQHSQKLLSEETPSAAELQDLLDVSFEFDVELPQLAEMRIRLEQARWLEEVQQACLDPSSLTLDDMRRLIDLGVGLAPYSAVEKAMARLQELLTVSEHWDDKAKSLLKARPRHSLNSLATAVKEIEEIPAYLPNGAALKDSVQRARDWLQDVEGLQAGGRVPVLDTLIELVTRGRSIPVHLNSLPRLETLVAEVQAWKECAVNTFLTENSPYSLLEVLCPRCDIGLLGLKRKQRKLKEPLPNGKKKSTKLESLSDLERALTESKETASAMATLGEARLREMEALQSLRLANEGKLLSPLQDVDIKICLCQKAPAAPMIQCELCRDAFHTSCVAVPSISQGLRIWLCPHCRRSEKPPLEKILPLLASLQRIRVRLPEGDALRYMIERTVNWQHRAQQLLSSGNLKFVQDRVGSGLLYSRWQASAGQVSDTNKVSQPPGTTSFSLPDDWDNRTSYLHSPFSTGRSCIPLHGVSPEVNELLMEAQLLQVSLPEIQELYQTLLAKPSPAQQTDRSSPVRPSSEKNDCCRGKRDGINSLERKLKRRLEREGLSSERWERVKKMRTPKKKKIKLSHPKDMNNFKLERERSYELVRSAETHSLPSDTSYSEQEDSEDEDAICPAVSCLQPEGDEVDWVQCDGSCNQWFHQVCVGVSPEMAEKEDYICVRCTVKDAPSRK
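Compound dilutions met 200 nM (final) KDM5BΔAP for 10 min at room temperature before substrate addition. The substrate mix held 12.5 µM H3K4me3 with cofactors 25 µM α-ketoglutarate and 50 µM Fe²⁺. NADH signal gain over 30 min defined activity.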
Active calls of the source: *; i = inactive; u = inconclusive; [ ] = remark or other dose. Potency is the fitted concentration of half-maximal effect. A portion of the library; count on the stated rates, not on these rows.

SMILES	KDM5B inhibitor
CCOc1ccccc1NC(=O)Cn1ccn2nc(-c3ccc(F)cc3)c(CO)c2c1=O	u
Cc1ccc(C(=O)N2CCCC3(CCNCC3)CC2)cc1Cl	6%
O=C(c1ccno1)N1C[C@@H]2OCC(=O)N(Cc3ccccc3)[C@@H]2C1	21%[86.2 µM]
CN(Cc1nc2ccccc2n1C(F)F)S(=O)(=O)c1ccccc1	13%
Fc1ccc(/C=N/Nc2ccc(C(F)(F)F)cn2)cc1	26%
CCC(=O)N1Cc2ccccc2CC2(CCCN2CC2CCOCC2)C1 (stereo not given)	u
O=C(O)[C@]12CCCN[C@@H]1CCN(Cc1ccc(-c3ccccn3)cc1)C2	u
Cc1cc(C)c2c(=O)cc(C(=O)NCc3ccc(S(N)(=O)=O)cc3)oc2c1	-21%
O=C(CCCc1nc2ccccc2o1)NCc1ccc(Cl)cc1	-10%
COCC(=O)N[C@H]1CC[C@]2(C)CC[C@@H]3[C@H](OC(=O)[C@H]3C)[C@H]2[C@@H]1C	8%[86.2 µM]
Cc1cc(Cl)ccc1NC(=O)N1CCCC1c1nncn1-c1ccccc1 (stereo not given)	-17%
CCn1cnc(NC(=O)NC2CCN(Cc3cccnc3)CC2)n1	-8%
Cc1ccc(C(=O)N2CCCC(c3nc4ccccc4[nH]3)C2)c(C)c1 (stereo not given)	9%
CC(C)NC(=O)N(C1CCOCC1)C1CN(S(=O)(=O)Cc2ccccc2F)C1	4%
CCc1ccc(N2CCN(C(=O)c3cc4cc([N+](=O)[O-])ccc4oc3=O)CC2)cc1	-13%
CC(Oc1ccc(F)cc1)C(=O)Nc1cccc2cccnc12 (stereo not given)	-13%
CCN(C(=O)CCNC(=O)c1ccccc1C)C12CC3CC(CC(C3)C1)C2	2%
COc1ccc(OC)c(S(=O)(=O)NCC(c2ccc(N(C)C)cc2)N2CCOCC2)c1 (stereo not given)	-2%
Cc1cccc(C)c1NC(=O)N1CC=CCC1	37%
O=S(=O)(NCc1cn2ccccc2n1)c1ccccc1F	-15%
Cc1cc(C)c(NC(=O)C2CC=CCC2)c(C)c1 (stereo not given)	20%
Cc1ccc(C=Nc2ccc(Nc3ccccc3)cc2)s1	u
Cc1ccc2c(c1)N(C(=O)NCc1ccccc1)CCO2	-29%
CC1=CC(C)(C)NC(=S)N1c1cccc2cc(S(=O)(=O)O)ccc12	u
Cc1cccc(N2CCN(C(=O)c3ccc4nc(N5CCC(C)CC5)sc4c3)CC2)c1C	-21%
Cc1cc2c(c(=O)n1Cc1ccc3c(c1)OCO3)C(c1ccccc1Cl)C(C#N)=C(N)O2 (stereo not given)	15%
Cc1cccc(OCC(=O)Nc2nnc(S(=O)(=O)N3CCCCCC3)s2)c1	1%
CCc1cccc(NC(=O)CSC2=Nc3ccccc3N=C(c3ccc(F)cc3)C2)c1	u
CNC(=O)Nc1ccc2nc(C)oc2c1	34%
Cc1ccc(C)c(Cn2c(C(=O)O)c(CNCc3cccs3)c3ccccc32)c1	u

Gathered by group: the compounds so far containing a thiophene ring, fused or not.
SMILES	KDM5B inhibitor
Cc1ccc(C=Nc2ccc(Nc3ccccc3)cc2)s1	u
Cc1ccc(C)c(Cn2c(C(=O)O)c(CNCc3cccs3)c3ccccc32)c1	u

Continued:
SMILES	KDM5B inhibitor
N#Cc1nc(-c2ccco2)oc1N1CCN(C(=O)c2ccccc2F)CC1	u
Cc1ccc(N(C)S(=O)(=O)c2nnc(NC(=O)c3ccco3)s2)cc1	u
Cn1c(=O)c2c(-c3ccccc3Br)n(C(C)(C)C)cc2n(C)c1=O	u
O=C(NC1CC1)c1cccc(NC(=O)c2nn(Cc3ccccc3)c(=O)c3ccccc23)c1	11%
CCC(CC)NC(=O)c1cccc(C)c1	-14%
COc1cccc(CNC(=O)Cc2ccc(-c3ccccc3)cc2)c1	-7%
CCCNc1ncnc2c1c(-c1ccccc1)cn2-c1ccc(OCC)cc1	u
CC(Oc1ccc(Cl)cc1Cl)C(=O)Nc1ccc2oc(-c3ccncc3)nc2c1 (stereo not given)	u
CC1CCC(NC(=O)c2cncc(Br)c2)CC1 (stereo not given)	3%
CCOC(=O)Oc1ccc2c(=O)c(Oc3ccc(CC)cc3)c(C(F)(F)F)oc2c1	19%
COc1ccc(Cl)cc1C(=O)NC1CCN(c2cc(-c3ccccc3)[nH]n2)C1 (stereo not given)	u
CN(C)S(=O)(=O)c1ccc(S(=O)(=O)N2CCN(Cc3cccc4cccnc34)CC2)cc1	1%
C=C(C)COc1ccc(-c2n[nH]c(C)c2-c2ccc(OC)c(OC)c2)c(O)c1	-36%
COc1ccc(-c2nnc3ccc(NCC(C)C)nn23)nc1	35µM*
Cc1ccc(-c2ccccc2)c(Oc2ccc(C#N)c(C#N)c2)c1	u
Cc1cn2c(=O)cc(COC(=O)COc3ccccc3)nc2s1	-29%
O=C1Nc2ccccc2O/C1=C\c1ccccc1	u
Cc1cc2cc(-c3c(C)noc3C)nc(N3CCCC3)c2o1	u
COc1cccc2cc(C(=O)NCCc3c(C)[nH]c4ccc(F)cc34)c(=O)oc12	-23%
CCc1nnc2sc(-c3ccc(C)c(NC(=O)C(C)(C)C)c3)nn12	14%
Cc1nc(CCNC(=O)CCc2ccccc2)no1	18%
CC(=O)N1CCC(N2CCOC[C@H]2c2ncc(-c3cccc(F)c3)[nH]2)CC1	3%[86.2 µM]
CN1C(=O)Cc2cc(C(=O)N3CCN(c4ccccc4Cl)CC3)ccc21	-3%
COc1ccc(NC(=O)CCS(=O)(=O)c2cccc3nonc23)cc1Cl	u
COc1ccc(CNC(=O)Cn2ccn3nc(-c4ccc(F)cc4)c(CO)c3c2=O)cc1OC	u
CCC(C(=O)Nc1ccc2c(c1)OCO2)n1nc(-c2ccccc2)ccc1=O (stereo not given)	4%
NCc1ccc2cc[nH]c2c1	u
CCn1nc(-c2ccccc2)c(-c2ccccc2)c(C(=O)Nc2nc(C)c(C(C)=O)s2)c1=O	u
CCNC(=O)N[C@H]1[C@H](O)[C@@H](N2CCN(c3ccccc3OC)CC2)[C@@H]2OC[C@H]1O2	-11%[86.2 µM]
CC(C)(C)c1ccc(OCCn2cc(C(=O)c3ccco3)c3ccccc32)cc1	-3%
CC1=NN(c2ccccc2)C(=O)C1/C=C1/NC(=S)NC1=O (stereo not given)	u
CC1=C(C(=O)Nc2ccccc2C)C(c2cccs2)n2nc(SCc3ccccc3)nc2N1 (stereo not given)	u
COC(=O)c1ccc(CNC(=O)C(C)Sc2ccccc2)cc1 (stereo not given)	-9%
CC(C(=O)N1CCCN(c2cc(-c3ccc(Cl)cc3)[nH]n2)CC1)c1ccccc1 (stereo not given)	u
CC(C)c1cccc(-c2cc(NCc3ccccn3)nc3[nH]ccc23)n1	u
CCN(Cc1cnn(CC)c1)C(=O)c1c(C)oc2c1CN(Cc1ccc(F)cc1)CC2	-32%
COc1ccccc1C(c1c(N)n(C)c(=O)n(C)c1=O)C(C)[N+](=O)[O-] (stereo not given)	29%
Cc1ccc(C2(O)CCN(C(=O)C(=O)c3cccnc3)CC2)nc1	-6%
Cn1nccc1CN1CCC2(C1)C(=O)N(c1ccccc1)c1ccccc12 (stereo not given)	u
CN(c1ccccc1)S(=O)(=O)c1ccccc1C(=O)OCn1nnc2ccccc2c1=O	21%
COc1ccc(C(=O)Nc2ccc(-c3nnc4n3CCCC4)cc2)cn1	8%
COc1ccc(NC(=O)Cn2nnc(C(=O)NCc3ccco3)c2N)c(OC)c1	-19%
O=C1CCN(S(=O)(=O)c2ccccc2)CCCN(C(=O)CN2CCCCCC2)CCN1	-18%
CCOC(=O)c1sc2cccc(F)c2c1COC(=O)c1cc(C)oc1C	7%
Cc1cc2oc(=O)cc(CN(C)CCOc3ccccc3F)c2cc1Cl	-14%
O=C(N/N=C/c1ccccn1)c1sc2ccccc2c1Cl	u
CC(=O)c1cccc(NC(=O)C2=CC(c3ccc4c(c3)OCO4)=NS(=O)(=O)N2C)c1	-29%
CCOc1cc(C(=O)Nc2ccc(OC)cc2)nc2ccc(Cl)cc12	-10%
CC(C)c1ccc(C2C(C(=O)c3cccs3)=C(O)C(=O)N2c2nncs2)cc1 (stereo not given)	-16%
CC1CCCCC12NC(=O)N(CC(=O)OCc1cccc(F)c1)C2=O (stereo not given)	26%
The list goes on.
SMILES	KDM5B inhibitor
Cn1cnc(C(=O)N2C[C@@H](COCC3CC3)[C@H](c3ccccn3)C2)c1	-10%
COc1ccc(Cl)cc1-n1c2c(cc(C#N)c1=O)C(=O)CC(C)(C)C2	-5%
CC(=O)N(c1nc(C)c(C(=O)Nc2ccc3[nH]ccc3c2)s1)C(C)C	12%
Cc1c(CC(=O)NCCc2cccc(F)c2)c(=O)oc2cc(O)ccc12	i
CC(=O)N1CCC(N2CC(Oc3cccc(C(=O)N4CCOCC4)c3)C2)CC1	-6%
COc1ccc(-n2nc3c(c2NC(=O)C(=O)N2CCN(C)CC2)CSC3)cc1	3%
CC(C)(C)n1cnc2cc(NC(=O)c3ccco3)ccc21	5%
O=C(NC1CCCCC1)c1cc2n(n1)CC(c1ccc3c(c1)OCO3)OC2 (stereo not given)	-12%
CC(C)(C)c1ncc(S(=O)(=O)c2ccc(C(F)(F)F)cn2)c(N)n1	20%
COc1ccc(-c2cc(C(F)(F)F)nc(SCC(=O)N3CCCCC3C)n2)cc1OC (stereo not given)	u

Reformatted comma-delimited: part of the list above.
SMILES,KDM5B inhibitor
COc1ccc(-c2cc(C(F)(F)F)nc(SCC(=O)N3CCCCC3C)n2)cc1OC (stereo not given),u
COc1ccc(Cl)cc1-n1c2c(cc(C#N)c1=O)C(=O)CC(C)(C)C2,-5%
Cc1c(CC(=O)NCCc2cccc(F)c2)c(=O)oc2cc(O)ccc12,i

Next entries.
SMILES	KDM5B inhibitor
COCC(=O)N1CCC2(CC1)CCN(Cc1cccs1)c1ccccc1O2	-1%
O[C@H]1CC[C@@H](Cc2cc(-c3ccccc3)on2)O[C@@H]1CNCc1ccccc1	65%[activator][86.2 µM]
CCc1ccccc1NC(=O)CCCn1c(=O)c2cccn2c2ccccc21	u
Cc1cnc(C(=O)NC2C[C@H]3CC[C@@H](C2)N3C(=O)Cc2ccc(F)cc2)cn1 (stereo not given in full)	4%
CCCCCC1=CCC/C1=N/NC(=S)NCCOC	-22%
Cc1ccc(-n2cnnn2)cc1NC(=O)c1sccc1C	13%
CC(C)(C)OC(=O)N1CCN(C(C(=O)O)c2c[nH]c3ccccc23)CC1 (stereo not given)	-9%
Cc1nc(CN2C(=O)OC3(CCN(C(=O)c4ccc(Oc5ccccc5)cc4)CC3)C2(C)c2ccccc2)cs1 (stereo not given)	-18%
CCOC(=O)C(NC(=O)/C=C/c1ccc(OCC)c(OC)c1)C(=O)OCC	u
O=C(Cc1ccc(Cl)cc1)N1CCC2(CC1)CC(O)CCO2 (stereo not given)	16%

Part of the list above, field by field.
Cc1ccc(-n2cnnn2)cc1NC(=O)c1sccc1C
- KDM5B inhibitor: 13%
CC(C)(C)OC(=O)N1CCN(C(C(=O)O)c2c[nH]c3ccccc23)CC1 (stereo not given)
- KDM5B inhibitor: -9%
O=C(Cc1ccc(Cl)cc1)N1CCC2(CC1)CC(O)CCO2 (stereo not given)
- KDM5B inhibitor: 16%
COCC(=O)N1CCC2(CC1)CCN(Cc1cccs1)c1ccccc1O2
- KDM5B inhibitor: -1%

(cont.)
SMILES	KDM5B inhibitor
COc1ccc(N2Cc3cccc(C(=O)Nc4cccc(F)c4)c3C2=O)cc1	u
O=C(NCc1nncn1CCc1ccccc1)C1NCCc2[nH]cnc21 (stereo not given)	13%
CC(=O)NC[C@H]1CCN(Cc2ccc3c(c2)CCO3)C[C@H]1N(C)C	u
COCCCn1c(-c2ccc(Cl)cc2)n[nH]c1=S	8%
CCOc1ccccc1NC(=O)Cn1c(=O)n(Cc2ccco2)c(=O)c2ccc(C(=O)NC3CCCC3)cc21	-15%
COc1ccc(C(=O)N2CCc3nc(C)nc(-c4ccc(OC)cc4)c3C2)cc1	u
Cc1cccc(CNC(=O)c2ccc(Cn3c(SCc4ccccc4)nc4cccnc43)cc2)c1	u
Cc1cc2oc(=O)cc(CN3CCC4(CC3)OCCO4)c2cc1C	13%
Cc1ccccc1NC1CCn2c(nc(C)c2C(=O)Nc2ccc(F)cc2)C1 (stereo not given)	-28%[86.2 µM]
CC1CCN(c2nc3ccccc3nc2SCC(=O)Nc2ccccc2C(C)C)CC1	u
COc1ccc(NC(=O)COc2nc(CC(C)C)c3c(c2C#N)CCC3)c(OC)c1	-9%
CCN(CC(=O)NCc1ccc(F)cc1)C(=O)c1ccc2[nH]c(C)c(C)c2c1	5%
O=[N+]([O-])c1ccc(N/N=C/c2c[nH]c3ccccc23)c(S(=O)(=O)Nc2ccccc2Cl)c1	-1%
CCOC(=O)c1sc2ccccc2c1S(=O)(=O)Nc1c(C)cccc1C	-20%
Cc1cccc(C)c1NC(=O)CN1C(=O)NC(c2ccc(Cl)cc2)C2=C1COC2=O (stereo not given)	3%
Cc1cc(C)cc(NC(=O)N2CCCC2c2nncn2C2CCCC2)c1 (stereo not given)	24%
COc1ccc(OCC(=O)NCc2ccc3c(c2)CCN3C(=O)c2cccc(C)c2)cc1	-10%
CNC(=O)[C@H]1C[C@H](Oc2ccccc2)CN1S(=O)(=O)c1cccc(OC)c1	29%
COC(=O)c1ccc(COC(=O)C2CC(O)CN2S(=O)(=O)c2ccc([N+](=O)[O-])cc2)cc1 (stereo not given)	9%
N#Cc1c(OCC(=O)N2CCCC2)nc(-c2ccco2)c2c1CCC2	u
Cc1ccccc1NC(=O)Cn1c(-c2ccc(Cl)cc2)nc(C)c(CCO)c1=O	4%
